PLK1 PBD inh = PLK1 (human) polo-box domain binding inhibition; P53350; Plk1 PBD binding of FITC phosphopeptide, fluorescence polarization; Potency, µM, inactives show max response, negative = inhibition, hits mostly inhibitors; hit rate 2.8% among 360,000; AID 720504; further: potency means the concentration at half of the fitted maximal effect; series mostly up to about 57 µM; on the % scale 0 is the no-effect control and ±100 the full control effect; nearly all actives have a fitted effect of over 65% in size
EPAC1 antag = antagonists of human EPAC1; Potency, µM (titrated, usually from 115 µM), inactives show at the top dose activity change, negative = inhibition, usual class: inhibitors; AID 720709; hit rate 0.14% among 360,000; O95398; EPAC1 GEF assay, Rap1b-BODIPY-GDP exchange fluorescence;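 further: potency means the concentration at half of the fitted maximal effect; plate controls were vehicle for no effect and positive control for full effect; nearly all actives have a fitted effect of over 50% in size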
Target sequence (O95398 whole entry, looked up): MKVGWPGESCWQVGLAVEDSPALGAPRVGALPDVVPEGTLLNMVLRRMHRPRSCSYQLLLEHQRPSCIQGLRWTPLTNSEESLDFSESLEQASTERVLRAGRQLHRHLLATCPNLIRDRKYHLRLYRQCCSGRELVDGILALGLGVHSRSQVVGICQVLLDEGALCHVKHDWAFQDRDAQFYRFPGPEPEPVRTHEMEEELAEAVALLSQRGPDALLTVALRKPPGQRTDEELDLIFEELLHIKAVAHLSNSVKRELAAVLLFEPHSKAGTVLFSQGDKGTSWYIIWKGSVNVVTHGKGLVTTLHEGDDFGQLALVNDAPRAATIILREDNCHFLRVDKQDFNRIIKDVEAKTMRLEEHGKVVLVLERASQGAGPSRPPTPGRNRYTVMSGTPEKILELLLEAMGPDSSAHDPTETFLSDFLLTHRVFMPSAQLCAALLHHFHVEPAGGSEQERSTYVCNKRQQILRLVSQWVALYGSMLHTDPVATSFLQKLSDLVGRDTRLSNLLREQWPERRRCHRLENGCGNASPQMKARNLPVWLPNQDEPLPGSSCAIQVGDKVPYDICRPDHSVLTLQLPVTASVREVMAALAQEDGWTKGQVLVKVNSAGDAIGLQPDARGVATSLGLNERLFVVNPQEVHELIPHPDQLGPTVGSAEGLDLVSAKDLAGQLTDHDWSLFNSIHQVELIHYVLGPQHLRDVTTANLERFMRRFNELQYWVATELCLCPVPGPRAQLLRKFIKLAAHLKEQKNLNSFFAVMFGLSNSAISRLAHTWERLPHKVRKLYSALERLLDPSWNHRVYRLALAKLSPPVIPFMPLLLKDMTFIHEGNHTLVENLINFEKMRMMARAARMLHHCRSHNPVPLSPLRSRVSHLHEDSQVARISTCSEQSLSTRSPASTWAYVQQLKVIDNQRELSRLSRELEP
PI5P4K alpha inh = blocks human PI5P4K alpha kinase activity; hit rate 1.2% among 330,000; max response, %; PI5P4Kalpha enzyme, ADP-Glo luminescence, 60 min; hits give low values; active means max response of -50% or lower; inconclusive means between -30% and -50%; inactive means -30% or higher; further: value at the top dose of about 77 µM; on the % scale 0 is the no-effect control and ±100 the full control effect
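Compounds were pin-transferred onto PI5P4Kalpha and substrate in HEPES pH 7.4 buffer with EGTA, CHAPS and 5% DMSO. ATP (5 microM final) started the reaction, which ran 60 minutes at room temperature before ADP-Glo detection.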
CCT chaperon mod = changes cytosolic chaperonin activity; purified chaperonin ATPase assay, HTRF ADP detection, 30 min; activity change, % (concentration not given with the values), hits read low; hit rate 0.3% among 360,000; AID 651819; in the data active means activity change below about -30%; further: on the % scale 0 is the no-effect control and ±100 the full control effect
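Nucleotide hydrolysis assay: TRiC at 20–40 nM final (set by batch activity) with 10 uM ATP, 30 min at 37 °C, in presence of 76 uM compound. Detection by competitive ADP HTRF, 30 min ambient.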
MmCpn inh = inhibitors of Methanococcus maripaludis chaperonin (MmCpn). purified Mm-Cpn ATPase, ADP Transcreener TR-FRET. Potency, µM (series often up to 76.9 µM), without a hit: at the top dose activity, negative = inhibition, most hits filed as inhibitors. hit rate 0.031% among 330,000. AID 504842; further: potency means the concentration at half of the fitted maximal effect; on the % scale 0 is the no-effect control and ±100 the full control effect; nearly all actives have a fitted effect of over 80% in size
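ATP (10 uM final) was added to archaeal chaperonin (25 nM final) after 10 min exposure to test compound at 37°C; after 30 min further incubation, ADP was detected by competitive TR-FRET.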
EPAC1 agonist = activates human EPAC1 exchange factor | hit rate 0.073% among 360,000 | O95398 | Potency, µM (doses to about 154 µM), for the others: at the highest dose activation, usual class: activators | AID 720707 | EPAC1 agonist qHTS, biochemical assay; response scale: 100% = response to 6.5 mM cAMP; further: potency means the concentration at half of the fitted maximal effect; nearly all actives have a fitted effect of over 60% in size
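EPAC1 100 nM, Rap1B–BODIPY-GDP 250 nM, unlabeled GDP 50 uM; compound titration; 5 min RT; kinetic read ex480/em540 at 5-min intervals ×30 min; data normalized to 6.5 mM cAMP agonist control.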
WRN inhibitor = inhibitors of human WRN helicase | Q14191 | Potency, µM (series often up to 114 µM), inactives show top-dose activity change, negative = inhibition, usual class: inhibitors | hit rate 0.46% among 360,000 | WRN helicase unwinding, fluorescent forked duplex, kinetic; further: potency means the concentration at half of the fitted maximal effect; on the % scale 0 is the no-effect control and ±100 the full control effect; nearly all actives have a fitted effect of over 55% in size
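Fluorescence dequenching readout, ex 525 nm/em 598 nm, kinetic mode: forked duplex DNA (100 nM final) with adjacent fluorophore and quencher unwound by WRN (20 nM final) with 2 mM ATP. Compound preincubation 15 min, room temperature.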
EPAC2 antagonist = blocks human EPAC2 exchange factor. EPAC2 GEF exchange of Rap1B-BODIPY-GDP, fluorescence. hit rate 0.18% among 360,000. Q8WZA2. Potency, µM (top dose mostly 114 µM), without a hit: at the top dose activity, negative = inhibition, usual class: inhibitors; further: potency means the concentration at half of the fitted maximal effect; on the % scale 0 is the no-effect control and ±100 the full control effect; nearly all actives have a fitted effect of over 45% in size; many of its hits are not listed in these tables
Numbers without * were called inactive; ? = inconclusive; / = not tested or not shown; [ ] = remark or other dose. Unless noted, the call rests on the fitted dose curve; in most records, active means well fitted curve in the direction sought with a large enough effect; inconclusive means small, poorly fitted or top-dose-only effect, or another doubt; inactive means no such curve, though single readings can be large; an effect the other way counts as inactive or inconclusive. These rows are one share of the data. The share of hits here may be higher or lower than overall.

SMILES	PLK1 PBD inh	EPAC1 antag	PI5P4K alpha inh	CCT chaperon mod	MmCpn inh	EPAC1 agonist	WRN inhibitor	EPAC2 antagonist
CCSc1nnc(Cn2c(=O)sc3ccccc32)n1C	?	-13%	-1	0.9	1%	1%	4%	0%
CC(=O)Nc1cccc(-c2ccnc3c2CC(C(=O)NCc2cccs2)O3)c1 (stereo not given)	-11%	8%	-12	0.2	/	-3%	-5%	17%
CCOc1ccc(C2C=C(c3ccc(F)cc3)Nc3ncnn32)cc1 (stereo not given)	0%	-11%	9	2.5	-5%	0%	1%	-2%
O=C(C(Cc1ccccc1)NS(=O)(=O)c1cccc2cccnc12)N1CCc2ccccc21 (stereo not given)	-6%	-3%	0	-1.6	-1%	6%	1%	-5%
O=c1/c(=C/c2ccco2)sc2nc(-c3ccccc3Br)nn12	?	-18%	?	-0.4	0%	-2%	?	-3%
COc1ccc(C(=O)NC2CC2)cc1OC1CCN(C(C)CSC)CC1 (stereo not given)	-29%	10%	1	-0.5	-2%	-5%	-20%	1%
COc1ccc(-c2noc(CCC(=O)N3CCN(c4ccccc4Br)CC3)n2)cc1	-16%	-10%	25	1.2	3%	5%	-12%	-4%
COc1ccccc1NS(=O)(=O)c1cc(NC(=O)CNC(=O)c2ccccc2)ccc1C	-13%	?	6	1.4	1%	10%	-29%	-11%
CCn1c(C)csc1=NC(=O)c1ccccc1O	-9%	-1%	/	-2.0	-1%	9%	-7%	-3%
O=C(CC(=O)Nc1cccc(Cl)c1)N/N=C\c1ccccc1	2%	-9%	-4	-3.9	2%	-2%	-8%	2%
Cc1cc(=O)[nH]c(SCc2cc(Cl)ccc2OC(F)F)n1	-4%	-13%	-7	0.6	-2%	-2%	-2%	0%
O=C(CSCc1c(Cl)cccc1Cl)Nc1nccs1	-3%	-12%	-3	1.2	-1%	12%	-5%	0%
N#Cc1ccc(C(=O)OCC(=O)Nc2ccc(N3CCOCC3)cc2)cc1	-6%	10%	-12	-1.9	-3%	5%	-33%	-1%
CNc1nc(NCc2ccccc2)c2sccc2n1	4%	-24%	5	-1.4	/	-4%	-2%	-1%
Cc1cc2c(C)cc(=O)oc2c2c1NCCC2	-3%	12%	/	-1.2	/	-2%	-1%	4%
COC(=O)CSc1nc(N)nc(C)c1Cl	-9%	-23%	1	2.0	2%	-2%	-15%	7%
CN(C)c1nc(N)c([N+](=O)[O-])c(NCC2CCCO2)n1 (stereo not given)	-5%	-4%	6	-0.1	3%	10%	2%	-3%
COc1ccc(-n2nc(C(=O)NCC(=O)NCc3ccc(F)cc3)c3ccccc3c2=O)c(OC)c1	-7%	1%	0	-3.2	-1%	4%	-4%	-3%
CCc1cccc2c(C(=O)C(F)(F)F)cn(CC(=O)N3CCOCC3)c12	2%	-4%	2	0.9	0%	6%	-4%	-6%[57.1 µM]
O=C(CN1C(=O)NC2(CCCCCCC2)C1=O)Nc1ccc(Br)cc1Br	3%	2%	-7	1.4	-2%	-11%	7%	1%
CCOc1ccc(CNC(=O)CCC(=O)N2CCSc3ccccc32)cc1	-3%	-4%	3	0.9	3%	-1%	-8%	-19%
COCCCNc1nc(N)c([N+](=O)[O-])c(NCc2ccccc2)n1	5%	-3%	-17	-2.6	-2%	-3%	0%	4%
CC(C)(C)OC(=O)N1CCC[C@H]1C(=O)Nc1ccc(Br)cc1	-2%	4%	2	-1.2	0%	3%	0%	-1%
Cc1cc(C(c2ccc(O)cc2)c2cc(C)c(O)cc2C)c(C)cc1O	0%	-13%	3	1.0	0%	18%	-10%	-6%
Cc1ccccc1N1CC(O)(c2ccccc2)[N+]2=C1SCC2 (stereo not given)	-3%	-16%	3	0.4	-6%	-6%	-26%[57.1 µM]	7%
Later entries.
SMILES	PLK1 PBD inh	EPAC1 antag	PI5P4K alpha inh	CCT chaperon mod	MmCpn inh	EPAC1 agonist	WRN inhibitor	EPAC2 antagonist
Cc1ccc(S(=O)(=O)N2CCCC(C(=O)NC3CC3)C2)cc1 (stereo not given)	-4%	16%	-6	-0.6	0%	-3%	-9%	3%
CCOC(=O)Oc1ccc2c(=O)c(Oc3cc(C)cc(C)c3)coc2c1	-14%	-16%	/	-0.6	-1%	6%	-6%	-6%
NC(=O)c1cc(-c2ccccc2)nc(N2CCCCCC2)n1	1%	-5%	2	-2.8	-7%	-2%	-4%	2%
Cc1ccc(S(=O)(=O)n2ccc3cccnc32)cc1	-5%	-4%	-5	-2.4	-2%	1%	-8%	-2%
Nc1ccc(Cc2ccc(N)c(O)c2)cc1O	-26%	21%	?	1.0	2%	-12%	-21%	13%
COc1ccc(/C=N/NC(=O)CN2CCCCCCC2)c(C)c1C	-15%	-3%	-4	-1.5	0%	-3%	13%	2%
COc1ccc(NC(=O)C2OC3OC(C)(C)OC3C3OC(C)(C)OC23)cc1 (stereo not given)	-3%	0%	/	-1.2	-2%	2%	-6%	-14%
Cc1cnc(NC(=O)CCNC(=O)c2ccc([N+](=O)[O-])cc2)s1	27µM*	3%	-2	2.3	-7%	-2%	10%	-3%[57.1 µM]
CCSc1nnc(-c2ccc(Cl)cc2Cl)o1	-3%	-1%	/	0.6	1%	7%	-13%	-5%
O=C(CSc1nnnn1-c1ccc(Cl)cc1)Nc1cccnc1Cl	-12%	-2%	-6	-0.4	4%	4%	-22%	2%
CCOc1ccc(C(O)C(CN2CCOCC2)c2ccccc2)cc1 (stereo not given)	-3%	5%	7	-1.7	1%	-3%	8%	11%
COC(=O)c1ccccc1NC(=O)NCc1ccco1	-5%	-2%	/	-1.1	0%	9%	-1%	0%
CCOC(=O)N1CCN(C(=O)/C(=C/c2ccc(OC)c(OC)c2)NC(=O)c2ccccc2)CC1	-14%	-18%	9	0.8	1%	-1%	-2%	8%
O=C(Nc1ccc(S(=O)(=O)NC2=NCCCCC2)cc1)c1ccc([N+](=O)[O-])s1	-19%	-1%	?	-3.1	1%	8%	0%	7%
Cc1cc(C(F)(F)F)nn1CC(=O)NCc1ccco1	-7%	1%	-12	-0.8	-2%	-12%	1%	-2%[57.1 µM]
COc1ccc2c(c1)c(C(=O)CN1CCC(C(N)=O)CC1)c(C)n2C	-27%	9%	5	-0.5	1%	-2%	-5%	2%
COc1cc(C2C3=C(CC(C)(C)CC3=O)N(C)C(=O)N2C)cc(OC)c1OC (stereo not given)	-1%	6%	/	0.6	-2%	1%	-1%	7%
C=C1CCC(OC(C)=O)C2(C)CCC3C(C)C(=O)OC3C12O (stereo not given)	-8%	-11%	-5	-1.6	2%	-1%	2%	-7%
O=C1CCC(C(=O)OCC(=O)Nc2ccc(SC(F)F)cc2)=NN1	-27%	9%	-4	2.0	/	6%	-5%	-5%
Cc1cccc(/C=C/C(=O)c2ccc([N+](=O)[O-])o2)c1	?	-3%	-8	1.2	-1%	-21%	-5%	-2%
CCC(=O)c1ccc(OCC(O)Cn2nc(C)cc2C)cc1 (stereo not given)	-10%	-16%	2	-0.1	2%	4%	5%	0%
COc1ccccc1NC(=O)Nc1cccc(C(=O)O)c1	-1%	-7%	-1	-50*	2%	-4%	6%	17%
N#CCCN(Cc1ccccc1)C(=O)c1cccs1	6%	14%	4	1.0	1%	4%	2%	-4%
O=C(NNC(=O)c1ccc(Cl)c(Cl)c1)c1ccncc1	5%	2%	2	0.8	/	-3%	-12%	3%
CCOc1cc(CNc2ccc3c(c2)OCCO3)cc(Br)c1OC	-2%	6%	-3	-1.2	-2%	16%	-1%	4%

Fetched one by one from the entries so far (5):
SMILES	PLK1 PBD inh	EPAC1 antag	PI5P4K alpha inh	CCT chaperon mod	MmCpn inh	EPAC1 agonist	WRN inhibitor	EPAC2 antagonist
CCSc1nnc(-c2ccc(Cl)cc2Cl)o1	-3%	-1%	/	0.6	1%	7%	-13%	-5%
CCOC(=O)N1CCN(C(=O)/C(=C/c2ccc(OC)c(OC)c2)NC(=O)c2ccccc2)CC1	-14%	-18%	9	0.8	1%	-1%	-2%	8%
CCOC(=O)Oc1ccc2c(=O)c(Oc3cc(C)cc(C)c3)coc2c1	-14%	-16%	/	-0.6	-1%	6%	-6%	-6%
CCC(=O)c1ccc(OCC(O)Cn2nc(C)cc2C)cc1 (stereo not given)	-10%	-16%	2	-0.1	2%	4%	5%	0%
O=C(CSc1nnnn1-c1ccc(Cl)cc1)Nc1cccnc1Cl	-12%	-2%	-6	-0.4	4%	4%	-22%	2%

Later entries:
SMILES	PLK1 PBD inh	EPAC1 antag	PI5P4K alpha inh	CCT chaperon mod	MmCpn inh	EPAC1 agonist	WRN inhibitor	EPAC2 antagonist
COc1ccc(OC)c(-n2c(=O)c3ccccc3c3ccccc3c2=O)c1	?	-11%	-4	0.4	1%	0%	?	-2%
Cc1cccc(C)c1-n1c(C)nn(Cc2ccc([N+](=O)[O-])cc2)c1=O	-9%	-18%	2	-0.1	1%	-4%	-2%	0%
C=CCSC1=N/C(=C\c2cccnc2)C(=O)N1c1ccc(OC)cc1	-4%	3%	-1	-1.2	1%	-6%	5%	-2%
O=c1oc2c(CN3CCOCC3)c(O)ccc2c2c1CCCC2	-2%	-6%	9	-6.6	-11%	-1%	5%	7%
O=C1CCCCC1C(Nc1ccc(Cl)cc1)c1ccccc1 (stereo not given)	1%	-10%	7	0.2	1%	6%	2%	-3%
O=C(NC1CCCN(c2ccc(C(F)(F)F)cn2)C1)c1ccnc(Cl)c1 (stereo not given)	-2%	-5%	2	-3.4	-2%	-9%	-9%	-3%
Cc1ccc(CNc2nnnn2C)cc1	2%	0%	-2	-2.3	0%	8%	-2%	-2%
Cc1cc(C)c(C)c(OCC(=O)N2CCN(c3ccccn3)CC2)c1	-15%	-6%	11	-2.1	1%	13%	?	-8%
CN(C)c1ccc(C=NN2CCCCCC2)cc1	-10%	3%	4	-5.8	/	-3%	1%	-3%
Cc1c(OC(C)C(=O)NCc2cccnc2)ccc2c3c(c(=O)oc12)CCCC3 (stereo not given)	-8%	23%	2	1.0	-3%	12%	9%	-3%
CC(=O)c1cn(C)c(=O)[nH]c1=O	-11%	1%	2	-1.9	-5%	12%	3%	1%
N#CCc1ccc(NC(=O)c2ccc(CN3CCc4ccccc4C3)cc2)cc1	0%	14%	-2	-4.5	5%	-3%	10%	4%
CCc1ccc(CN2CCC(n3nccc3NC(=O)C3CCCC3)CC2)cc1	5%	14%	-3	0.5	-6%	-3%	-6%	3%
CCN(CC)S(=O)(=O)c1cccc(NC(=O)COc2ccc(Cl)cc2Br)c1	3%	-19%	7	1.5	0%	1%	-14%	-5%
Cc1cnc(C(=O)OCC(=O)Nc2c(Cl)cc(Cl)cc2Cl)cn1	-7%	-2%	-14	-2.6	0%	3%	-8%	1%
O=C(COc1ccccc1)OCc1cc(-c2ccco2)on1	-18%	-7%	-24	-1.8	2%	9%	-7%	-14%

Bioassay records: PubChem, National Center for Advancing Translational Sciences (NCATS)
